# Efa HMGR inh: inhibitors of class II HMG-CoA reductase from Enterococcus faecalis. inhibition, % at 10 µM. purified E. faecalis HMGR, NADPH absorbance 340 nm kinetic. AID 1066. 190,000 compounds, 0.41% hits;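 active = inhibition above a set limit, the median over all tested compounds plus 3 SD, cut at about 9.5% in these data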;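 also: enzyme runs in reverse so mevalonate oxidation gives rising NADPH absorbance; 0% = complete reaction with DMSO and 100% = background rate lacking mevalonate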
# Lmaj promast: reduces viability of Leishmania major promastigotes | resazurin fluorescence viability | inhibition, % at 10 µM | 200,000 compounds, 9% hits; in the data active = inhibition above about 50%;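 also: promastigotes grown with compound for 44 hours at 28 °C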
# SRC2 TRFRET art: TR-FRET artefact, counter-screen to PPARgamma/SRC-2 agonist assay. active compounds read high. TR-FRET ratio at 8 µM. 200,000 compounds, 0.4% hits; in the data active = TR-FRET ratio above about 2000; also: inactives centre near 1500; reference of the scale not given here
# ROMK primary: human ROMK K+ channel modulation, primary screen; P48048; Tet-inducible ROMK, thallium flux fluorescence; actives lie on both sides; B-score at 10 µM; 130,000 compounds, 2% hits;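 active = signal ratio slope over the read window, or its plate-corrected B-score, at least 3 SD from the plate mean, either direction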;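 also: B-score of the F/F0 ratio slope over 7 to 12 s after thallium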
# Target sequence (P48048 whole entry, looked up): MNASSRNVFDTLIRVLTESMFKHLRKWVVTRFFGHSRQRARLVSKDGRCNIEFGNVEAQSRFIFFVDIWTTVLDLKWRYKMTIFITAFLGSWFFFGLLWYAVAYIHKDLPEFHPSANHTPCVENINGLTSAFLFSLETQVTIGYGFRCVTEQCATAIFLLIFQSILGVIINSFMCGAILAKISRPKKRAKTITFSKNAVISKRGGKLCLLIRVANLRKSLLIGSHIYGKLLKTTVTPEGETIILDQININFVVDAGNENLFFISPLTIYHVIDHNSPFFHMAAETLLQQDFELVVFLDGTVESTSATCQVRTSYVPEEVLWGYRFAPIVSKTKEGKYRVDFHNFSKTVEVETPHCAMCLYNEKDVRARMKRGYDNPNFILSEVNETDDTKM
# Redox H2O2 prof: compounds producing H2O2 with reducing agent – biochemical, NIH compound library profiling, artefact control for MLSCN library redox annotation, primary screen; 200,000 compounds, 0.03% hits; activation, % at 10 µM; DTT-dependent redox cycling H2O2, phenol red/HRP absorbance; 100% = 100 µM peroxide control, 0% = buffer; AID 878;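 active = activation of at least 50% relative to the plate's high and low controls in the primary single-dose screen; inactive = activation below 50%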;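 also: compound incubated with DTT at 0.8 mM final as the reducing agent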
# PPARg SRC-3 ag: agonists of human PPARgamma SRC-3 coactivator recruitment | biochemical PPARgamma/SRC-3 coactivator recruitment assay | activation, % at 8 µM | 200,000 compounds, 0.26% hits | AID 731; in the data active = activation above about 23%;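 also: 0% = DMSO and 100% = reference agonist; some compounds past the cut are filed as inactive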
# RAM network inh: yeast RAM network inhibition; S. cerevisiae dse1pr::URA3 reporter, 5-FOA growth OD615, 2 d; analog-sensitive cbk1-as2 kinase mutant strain; inhibition, % at 50 µM; 190,000 compounds, 1.8% hits; AID 868;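 active = inhibition above a set limit, 3 SD over mean compound inhibition, cut at about 8.4% in these data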;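 also: 0% = DMSO-only wells with no growth and 100% = 10 µM 1-NA-PP1 full growth; inhibition rescues growth on 5-FOA so higher OD means more RAM inhibition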
# PPARg SRC1 recr: agonists of human PPARgamma SRC-1 coactivator recruitment | 200,000 compounds, 0.41% hits | AID 631 | activation, % at 8 µM | PPARgamma-SRC-1 coactivator recruitment biochemical assay; in the data active = activation above about 19%;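 also: 0% = DMSO and 100% = reference agonist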
# PPARg SRC2 recr: agonists of SRC-2 recruitment by human PPARgamma; 200,000 compounds, 0.34% hits; P37231; PPARgamma LBD-SRC-2 recruitment, biochemical; activation, % at 8 µM; in the data active = activation above about 22%;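 also: 0% = vehicle and 100% = reference agonist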
# S1P3 antagonist: blocks the human S1P3 receptor. Q99500. CHO S1P3 NFAT-BLA reporter, FRET fluorescence, antagonist mode. inhibition, % at 4.98 µM. 170,000 compounds, 0.27% hits;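 active = inhibition above the plate cutoff, the mean inhibition of test wells on that plate plus 3 SD, cut at about 28% in these data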;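 also: cells challenged with S1P at its EC80 of 0.8 µM; blue over green emission ratio from cleaved BLA substrate after 4 h stimulation; 0% = S1P-stimulated wells and 100% = unstimulated DMSO-only wells; some compounds past the cut are filed as inactive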
# Target sequence (Q99500 whole entry, looked up): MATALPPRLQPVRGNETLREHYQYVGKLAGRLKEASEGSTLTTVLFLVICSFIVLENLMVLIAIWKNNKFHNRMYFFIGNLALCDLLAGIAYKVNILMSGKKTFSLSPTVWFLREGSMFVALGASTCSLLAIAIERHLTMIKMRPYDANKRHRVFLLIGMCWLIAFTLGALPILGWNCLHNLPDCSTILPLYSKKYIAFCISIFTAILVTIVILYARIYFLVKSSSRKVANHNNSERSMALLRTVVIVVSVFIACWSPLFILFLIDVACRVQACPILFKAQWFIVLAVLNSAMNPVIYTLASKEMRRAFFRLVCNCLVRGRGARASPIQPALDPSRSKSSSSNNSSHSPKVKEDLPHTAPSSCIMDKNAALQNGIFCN
# bIAP inh: blocks bovine intestinal alkaline phosphatase activity; purified bovine IAP, CDP-star luminescence, 30 min; inhibition, % at 20 µM; 190,000 tested, under 10 active; AID 1019;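 active = over 50% inhibition of intestinal alkaline phosphatase at 20 µM in the single-dose screen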
#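 Assay system – bovine IAP enzyme · Quantity – bovine IAP at 1/65,000,000 final dilution · Detection – CDP-star luminescence signal · Times – 30 min reaction at room temperature · Also added – CDP-star substrate at 30 µM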
# * hit, by the source's call; x = not tested or not shown.
[1] CCn1cc(C(=O)O)c(=O)c2cc(F)c(N3CCN(C(=O)Nc4ccccc4)CC3)cc21
[2] CCC1c2ccc(C)n2CCN1C(=O)Nc1ccccc1OC (stereo not drawn)
[3] CC1(C)NC(=O)N(CC(O)COc2ccc(N3C(=O)c4ccccc4C3=O)cc2)C1=O (stereo not drawn)
[4] Cc1ccc(SCCNC(=O)c2ccc(C)c(S(=O)(=O)Nc3ccccc3C)c2)cc1
[5] COC(=O)C1=C(C)NC(C)=C(C(=O)OC)C1C(=O)OCC(=O)Nc1ccc(C(C)=O)cc1
[6] Cc1nc(N2CCCCC2)c2c(C)c(C(=O)Nc3cccc(C(F)(F)F)c3)sc2n1
[7] O=S(=O)(NC1CCCC1)c1cccc(-c2nnc(-c3ccccc3)o2)c1
[8] O=C(Nc1ccon1)c1ccccc1F
[9] COc1ccc(NC(=O)C2=C(C)Nc3ncnn3C2c2ccccc2C(F)(F)F)c(OC)c1 (stereo not drawn)
[10] CCn1cnc2cc(NCc3nc4ccccc4n3Cc3ccccc3)ccc21

entry no.	1	2	3	4	5	6	7	8	9	10
S1P3 antagonist	-0.8	-1.7	-22.3	x	11.2	-25.9	x	x	-39.9	x
Efa HMGR inh	0.1	2.8	-3.2	-2.1	1.3	-1.9	-2.4	-2.5	0.5	-6.0
PPARg SRC1 recr	4.9	-2.3	7.0	11.6	-2.9	6.6	5.5	0.1	2.5	1.6
RAM network inh	7.6	-0.6	2.5	16.7*	1.2	4.8	2.9	-0.9	1.5	0.2
PPARg SRC-3 ag	-7.0	-1.5	-12.8	4.5	-2.9	12.4	-1.4	-3.0	3.4	8.8
Redox H2O2 prof	0.3	2.2	-1.0	-4.4	-0.6	0.3	0.5	0.2	-0.4	0.2
bIAP inh	10.1	5.0	5.8	5.2	-14.6	22.6	13.3	9.9	-6.2	3.8
PPARg SRC2 recr	5.5	-1.0	0.0	3.6	-8.4	13.8	1.5	-0.1	5.1	1.5
SRC2 TRFRET art	1497	1181	1720	1394	1526	1762	1333	1430	1572	1561
ROMK primary	x	x	0.346	x	x	x	-0.31	0.161	x	-0.653
Lmaj promast	5.5	1.3	-6.6	99.2*	14.0	61.8*	32.9	-3.8	10.1	34.9

# Sorted by heavy-atom count (ascending): part of the list above.
[2] CCC1c2ccc(C)n2CCN1C(=O)Nc1ccccc1OC (stereo not drawn)
[6] Cc1nc(N2CCCCC2)c2c(C)c(C(=O)Nc3cccc(C(F)(F)F)c3)sc2n1
[4] Cc1ccc(SCCNC(=O)c2ccc(C)c(S(=O)(=O)Nc3ccccc3C)c2)cc1
[5] COC(=O)C1=C(C)NC(C)=C(C(=O)OC)C1C(=O)OCC(=O)Nc1ccc(C(C)=O)cc1
[9] COc1ccc(NC(=O)C2=C(C)Nc3ncnn3C2c2ccccc2C(F)(F)F)c(OC)c1 (stereo not drawn)

entry no.	2	6	4	5	9
S1P3 antagonist	-1.7	-25.9	x	11.2	-39.9
Efa HMGR inh	2.8	-1.9	-2.1	1.3	0.5
PPARg SRC1 recr	-2.3	6.6	11.6	-2.9	2.5
RAM network inh	-0.6	4.8	16.7*	1.2	1.5
PPARg SRC-3 ag	-1.5	12.4	4.5	-2.9	3.4
Redox H2O2 prof	2.2	0.3	-4.4	-0.6	-0.4
bIAP inh	5.0	22.6	5.2	-14.6	-6.2
PPARg SRC2 recr	-1.0	13.8	3.6	-8.4	5.1
SRC2 TRFRET art	1181	1762	1394	1526	1572
ROMK primary	x	x	x	x	x
Lmaj promast	1.3	61.8*	99.2*	14.0	10.1

# More records follow:
[11] N#Cc1ccc(COC(=O)C2CCC(=O)N2)cc1 (stereo not drawn)
[12] COc1cccc(-c2nnc(SCC(=O)NCc3ccc4c(c3)OCO4)n2Cc2ccco2)c1
[13] Cc1cccc(C)c1-n1cccc1/C=C1/C(=N)N2C(=NC1=O)SN=C2S(C)(=O)=O
[14] COC(=O)C1(C)NC(c2cccs2)C2C(=O)N(c3ccc(F)cc3)C(=O)C21 (stereo not drawn)
[15] Cc1ccc(CN2CCNC(=O)C2CC(=O)NCC(F)(F)F)o1 (stereo not drawn)
[16] Cc1ccc(Cl)cc1OCC(=O)NCCOC(=O)Nc1sc(=S)n(C)c1C
[17] Cc1cccc(OCc2nnc(SCC(=O)N3CCN(C(=O)c4ccco4)CC3)n2C)c1C
[18] CC(C)(C)NC(=O)C(c1ccco1)N(Cc1ccc2c(c1)OCO2)C(=O)Cn1nnc2ccccc21 (stereo not drawn)
[19] Nc1nc(-c2cccnc2)nc2sc3c(c12)CCCC3
[20] O=C(O)CSc1nc2ccc(Cl)cc2[nH]1

entry no.	11	12	13	14	15	16	17	18	19	20
S1P3 antagonist	x	x	-4.5	-30.4	-12.9	15.6	0.1	6.9	-2.8	-8.2
Efa HMGR inh	-0.1	-4.9	1.4	0.2	2.0	-5.0	-7.0	-1.3	-1.4	-1.1
PPARg SRC1 recr	4.0	10.1	8.0	2.8	2.3	-7.0	5.6	2.1	8.9	2.3
RAM network inh	1.9	1.2	7.8	3.1	0.5	4.6	2.1	4.1	0.2	1.2
PPARg SRC-3 ag	-0.6	-7.3	3.4	-1.4	0.1	0.9	9.2	8.6	4.0	11.8
Redox H2O2 prof	0.3	1.6	-0.9	1.5	-0.7	-0.3	0.5	0.5	0.0	-0.6
bIAP inh	9.4	8.8	-7.3	0.5	1.8	11.7	-5.9	-5.3	-5.5	6.7
PPARg SRC2 recr	-6.0	-1.7	5.8	7.2	-3.7	3.1	4.3	5.4	-3.0	10.6
SRC2 TRFRET art	1317	1396	1564	1628	1276	1304	1762	1718	1581	1516
ROMK primary	0.121	x	-2.35	x	0.43	-0.041	x	x	-0.766	-0.272
Lmaj promast	-4.0	-0.7	-4.8	-1.5	-5.6	1.6	-1.7	43.3	7.2	-0.4

[21] Cc1cc(C)n2nc(SCc3cc(=O)oc4cc(O)ccc34)nc2n1
[22] Cc1nnc(SCCN2CCOCC2)n1-c1cccc(Cl)c1
[23] COc1ccc(/C=N/NC(=O)CNC(=O)COc2ccccc2)cc1
[24] CC(Oc1ccc(Br)cc1)C(=O)Nn1c(=S)[nH]c2ncccc2c1=O (stereo not drawn)
[25] COCCn1cnnc1SCC(=O)Nc1ccc(Br)cc1F
[26] CCCCNc1ccc(C(=O)Nc2cccc(C)n2)cc1[N+](=O)[O-]
[27] c1ccc(-n2ncc3c(N4CCN(CCOc5cccc6ccccc56)CC4)ncnc32)cc1
[28] O=C(OCc1nnc(-c2ccccc2)o1)C1CC(=O)N(Cc2ccco2)C1 (stereo not drawn)
[29] CSc1ccc(CNCC(O)c2ccccc2)cc1 (stereo not drawn)
[30] c1ccc(-c2cc(N3CCCCC3)ncn2)cc1

entry no.	21	22	23	24	25	26	27	28	29	30
S1P3 antagonist	x	-0.9	0.4	-15.9	-8.5	x	x	-22.8	-16.0	13.0
Efa HMGR inh	-1.9	0.9	-6.0	-0.8	-4.3	-1.6	-5.1	2.9	-4.3	0.8
PPARg SRC1 recr	-3.3	4.2	2.6	-8.1	1.2	6.7	6.6	0.8	-2.4	-5.6
RAM network inh	3.0	0.1	0.6	2.9	1.9	1.9	-1.7	4.3	-0.4	0.9
PPARg SRC-3 ag	4.9	-0.4	-1.8	-3.6	0.7	-2.9	9.2	7.2	-2.2	-5.4
Redox H2O2 prof	0.1	-3.3	0.9	0.2	-0.6	-3.6	0.1	-0.8	0.3	0.1
bIAP inh	6.8	6.5	0.5	11.5	0.1	13.8	-0.1	-6.8	0.0	13.6
PPARg SRC2 recr	7.8	5.4	-5.6	-6.6	4.0	-7.1	1.5	8.1	2.1	10.9
SRC2 TRFRET art	1475	1619	1411	1520	1745	1493	1405	1748	1603	1655
ROMK primary	-0.944	x	x	x	0.173	x	0.443	-0.108	-0.74	-0.409
Lmaj promast	-3.8	-5.7	0.8	-1.1	-9.8	-0.3	98.9*	-5.1	29.6	4.7

[31] Cc1ccc(CSCCNS(=O)(=O)c2ccccc2)cc1
[32] CC(C)(C)OC(=O)NCCc1nnc(SCc2ccc(Cl)cc2)o1
[33] CS(=O)(=O)N1CCN(c2ccc([N+](=O)[O-])c(NCc3ccccc3)c2)CC1
[34] Cc1cc(C)n2nc3nc4c(cc3c2n1)CCCC4
[35] Cc1ccc(NC(=O)CN(C)S(=O)(=O)c2cccc3nsnc23)cc1Cl
[36] CN1CCN(c2cc3c(c4c2[nH]c2ccccc24)C(=O)CC(C)(C)C3)CC1
[37] Cc1cccc(C)c1C(=NCCCN(C)C)c1ccccc1
[38] Cc1ccc2nc(-c3ccncc3)c(Nc3ccccc3)n2c1
[39] NC(=O)Nn1c(CCC(=O)O)ccc1-c1ccc(F)cc1
[40] CCSc1nc2ccc(OC)cc2cc1C#N
[41] CC(=O)/C(N=Nc1cc(C)ccc1O)=C(\C)O
[42] O=C1OCCC1Sc1nnc(-c2ccccc2Br)n1Cc1ccccc1 (stereo not drawn)
[43] CCCCc1ccc(NC(=O)C(=O)NCCN2CCN(Cc3ccc([N+](=O)[O-])cc3)CC2)cc1

entry no.	31	32	33	34	35	36	37	38	39	40	41	42	43
S1P3 antagonist	0.3	x	x	x	-0.7	-42.3	-16.3	-20.9	x	x	-16.3	-5.0	4.8
Efa HMGR inh	3.0	-2.3	3.5	-4.1	-1.7	-7.9	-1.4	-0.1	-6.9	-1.7	3.9	0.3	2.5
PPARg SRC1 recr	-2.5	-4.1	-4.0	-1.4	-3.6	9.0	9.7	4.0	3.9	0.7	0.2	1.5	13.9
RAM network inh	1.1	-0.7	2.9	0.1	2.0	2.9	0.5	-0.6	0.4	1.7	3.2	2.0	-1.0
PPARg SRC-3 ag	-0.4	-5.0	-5.1	-6.2	7.5	1.4	6.5	4.3	4.2	-2.9	4.3	-1.8	0.0
Redox H2O2 prof	-0.3	0.1	-4.0	-0.6	-0.9	-0.7	-0.5	0.1	1.0	1.5	-0.6	0.2	0.8
bIAP inh	x	6.3	14.1	-0.9	35.4	-14.2	-0.7	15.9	-5.4	5.5	12.4	7.1	7.5
PPARg SRC2 recr	5.0	-5.2	-12.0	-4.0	-1.1	-1.9	0.8	1.3	2.4	4.9	-0.3	-0.6	3.8
SRC2 TRFRET art	1652	1476	1356	1500	1743	1468	1716	1412	1679	1524	1451	1689	1519
ROMK primary	-0.337	-1.15	0.715	-0.619	x	x	-0.42	-1.51	x	x	x	-0.015	2.33
Lmaj promast	6.8	4.5	6.8	72.4*	30.0	95.0*	47.1	96.5*	-1.7	-6.1	-8.8	-4.1	11.0

# Compound activity as filed in PubChem BioAssay.
